High-throughput results from PubChem.
S1P3 agonist: S1P3 (human) receptor agonism; Q99500; S1P3 NFAT-BLA reporter cells, FRET ratio; relative to 1 µM S1P, basal subtracted; activation, % at 4.5 µM; 0.1% of 60,000 active; AID 373;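 active means activation above the screen-wide mean plus 3 SD, cut at about 4.5% in these data, passing the limit was not always enough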; further: some compounds called inactive have numbers as strong as hits
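Material: Human S1P3 NFAT-BLA reporter CHO cells | Incubation: Overnight plating, 4 h compound 37 °C, 2 h substrate RT | Signal: FRET β-lactamase substrate fluorescence, excitation 405 nm, 460/535 nm emission ratio, background-subtracted | Compound: 4.5 µM final, single dose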
Jurkat viability: reduces viability or proliferation of Jurkat cells; Jurkat E6.1 viability, ATP luminescence, 48 h; inhibition, % at 4 µM; 1.2% of 56,000 active;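 active means inhibition above the mean inhibition of all tested compounds plus 3 SD, cut at about 28% in these data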
Ec RNAP inh: blocks E. coli RNA polymerase transcription; P0A8V2; fluorescence transcription assay; inhibition, %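 (tested at 10 µM)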; 0.2% of 62,000 active; in the data active means inhibition above about 20%;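 further: 0% = enzyme without compound and 100% = no enzyme blank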
S1P1 ag pot: S1P1 (human) agonism or agonism potentiation; activation, % at 9.5 µM; AID 449; 0.57% of 56,000 active; S1P1 CRE-bla cells, forskolin, beta-lactamase FRET, potentiator mode; S1P1 agonist co-added at EC20, 2 nM; 100% = saturating reference agonist, 0% = basal;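 active means activation above a cutoff set at the mean activation of all tested compounds plus 3 SD, cut at about 54% in these data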;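 further: forskolin at 4 µM as EC80 and the EC20 agonist is SEW2871; 100% = SEW2871 at its EC100 plus forskolin at EC80; some compounds past the cut are filed as inactive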
HEK293 NFkB inh: lowers PMA/ionomycin-induced NF-kB signal in HEK293 cells. inhibition, % at 3 µM. 0.21% of 62,000 active. HEK-293 NF-kB luciferase reporter, luminescence;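 active means inhibition above the mean of all tested compounds plus 3 SD, cut at about 40% in these data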;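 further: 0% = stimulated DMSO wells and 100% = 10 µM reference inhibitor 5653914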
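System: NF-kB luciferase reporter HEK-293 cells | Replication: Single test | Control set: DMSO vs reference inhibitor | Evaluation: % inhibition | Schedule: 1 h pretreatment, 16 h stimulation, 37 °C | Probe or stimulus: PMA with ionomycin | Compound dosing: One dose, 3 µM | Detection: Luciferase luminescence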
M1 ag: M1 muscarinic receptor agonism. CHO-M1 cells, Fluo-4 calcium fluorescence, agonist mode; stronger effect = higher value. B-score at 10 µM. 3% of 64,000 active;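 active means fluorescence rise, raw or as B-score row- and column-corrected plate score, outside the 99.7% band of its plate's samples, either direction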
D1 allo mod: allosterically modulates the human D1 dopamine receptor | AID 641 | B-score at 10 µM | HEK293 D1, CRE-luciferase, dopamine EC30 potentiation; actives deviate in either direction | 5.9% of 58,000 active;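 active means luminescence count or its row- and column-corrected plate score outside the 99.7% band of the plate's sample wells, on either side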
Target sequence (P21728 whole entry, looked up): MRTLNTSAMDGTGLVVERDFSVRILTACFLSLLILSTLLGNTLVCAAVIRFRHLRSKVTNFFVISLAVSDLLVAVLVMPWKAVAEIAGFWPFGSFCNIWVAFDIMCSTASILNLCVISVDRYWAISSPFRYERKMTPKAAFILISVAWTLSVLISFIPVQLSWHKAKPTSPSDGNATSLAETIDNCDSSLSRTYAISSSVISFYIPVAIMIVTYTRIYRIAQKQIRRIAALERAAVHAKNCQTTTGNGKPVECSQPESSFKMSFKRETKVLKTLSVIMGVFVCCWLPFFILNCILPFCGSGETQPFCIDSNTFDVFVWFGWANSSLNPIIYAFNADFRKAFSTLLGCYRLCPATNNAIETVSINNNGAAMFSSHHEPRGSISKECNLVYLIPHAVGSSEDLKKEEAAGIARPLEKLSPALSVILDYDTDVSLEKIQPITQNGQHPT
M1 antag: blocks the rat M1 muscarinic receptor response to acetylcholine; P08482; B-score at 10 µM; 3.4% of 64,000 active; CHO-M1 cells, Fluo-4 calcium, ACh EC80 antagonist mode; stronger effect = lower value; AID 628;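 active means calcium fluorescence response, raw or row-and-column corrected B-score, differing from the plate sample mean either way at a set confidence level, mostly lower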
TNAP act mid DEA: human TNAP activation, intermediate phosphate acceptor; AID 813; activation factor at 20 µM; purified TNAP, CDP-star luminescence, 100 mM DEA, 30 min; stronger effect = higher value; scale: 0 levamisole-inhibited, 1 vehicle-only enzyme; 64,000 tested, under 10 active;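 active means activation factor of at least 2 at 20 µM, relative to controls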
Target sequence (P05186 whole entry, looked up): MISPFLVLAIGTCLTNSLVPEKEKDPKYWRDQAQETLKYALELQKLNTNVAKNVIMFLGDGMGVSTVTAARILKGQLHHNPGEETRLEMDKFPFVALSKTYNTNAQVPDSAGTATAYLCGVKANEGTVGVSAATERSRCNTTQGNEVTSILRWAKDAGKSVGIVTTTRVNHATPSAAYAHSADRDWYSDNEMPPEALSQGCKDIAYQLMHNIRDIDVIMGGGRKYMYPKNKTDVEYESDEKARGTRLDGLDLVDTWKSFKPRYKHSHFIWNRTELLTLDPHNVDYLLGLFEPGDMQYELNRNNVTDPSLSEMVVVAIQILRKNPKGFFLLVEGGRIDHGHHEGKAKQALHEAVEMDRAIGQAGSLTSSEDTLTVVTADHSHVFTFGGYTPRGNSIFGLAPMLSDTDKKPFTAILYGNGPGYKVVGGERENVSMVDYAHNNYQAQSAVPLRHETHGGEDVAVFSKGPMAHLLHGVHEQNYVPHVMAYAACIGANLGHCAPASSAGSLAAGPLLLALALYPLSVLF
Active calls of the source: *; · = not tested or not shown.

SMILES	S1P3 agonist	Jurkat viability	Ec RNAP inh	S1P1 ag pot	HEK293 NFkB inh	M1 ag	D1 allo mod	M1 antag	TNAP act mid DEA
Cc1cc(N2C(=O)C(O)=C(C(=O)c3ccco3)C2c2cccnc2)no1 (configuration not stated)	-1.0	-5.2	1.7	-11.8	7.0	0.748	1.71	1.39	0.9
Cc1ccc(CNC(=O)c2sccc2-n2cccc2)cc1	-0.4	-3.5	5.4	11.0	11.4	-0.00325	-0.0902	-0.195	0.9
CCOc1ccc(CCNC(=O)C2CCCN(c3nn4c(=O)cc(C)nc4s3)C2)cc1 (configuration not stated)	0.6	-3.2	0.9	7.6	10.9	1.7	-0.145	0.857	0.9
CCOC(=O)c1ccc(N=c2sc(C(=O)OC)cc(=O)n2C2CC2)cc1	0.8	2.4	6.8	-20.6	11.5	-0.468	-0.269	-0.274	0.8
O=C(CSc1nnnn1-c1cccc2ccccc12)N1CCOCC1	-0.8	3.6	10.7	4.5	6.8	-0.575	0.119	0.0914	0.9
O=C(CCCSc1nc2ccccc2[nH]1)NCc1ccco1	-0.1	-4.5	11.0	6.8	22.7	1.42	0.315	0.0624	0.9
CCOC(=O)C1CCN(c2c(N3CCN(Cc4ccccc4)CC3)c(=O)c2=O)CC1	-0.6	6.3	11.2	-4.4	1.3	-1.03	0.422	1.04	0.9
CC(C)Oc1cc2oc(=O)c3c(c2cc1Cl)CCC3	-1.3	3.9	7.5	·	5.0	0.811	1.44	0.00996	0.9
CCCC(=O)c1ccc(N2CCN(C(=O)OCC)CC2)c(F)c1	-0.8	6.4	4.8	32.9	8.6	-1.69	·	-0.654	0.9
CC[n+]1cc(-c2ccccc2)nc(N2CCOCC2)n1	-0.2	5.3	9.4	-10.9	4.8	-0.0351	-0.356	0.671	0.9
COCCn1c(SCC(=O)N2CCCc3ccccc32)nc2cccnc21	0.0	-4.5	0.4	-11.0	13.7	0.585	-0.347	-0.455	0.9
O=C(O)CCC(=O)N(Cc1cccnc1)Cc1cccc(F)c1	-1.1	4.7	-0.7	-2.3	12.7	1.17	-0.0373	-2.67	0.9
O=C1C(=O)N(Cc2cccnc2)C(c2ccccn2)/C1=C(/O)c1ccc(Br)cc1 (configuration not stated)	-2.7	·	6.2	-6.0	·	0.295	0.0518	-0.134	0.9
COC(=O)c1ccc(C2C(C(=O)OC(C)C)=C(C)N=C3SCCC(=O)N32)cc1 (configuration not stated)	-1.6	-2.6	·	-19.6	7.1	-0.217	0.392	-0.131	1
CCn1c(SCCOc2ccc(OC)cc2)nnc1C(CO)NC(=O)c1ccc(OC)cc1 (configuration not stated)	-1.2	13.8	10.4	-8.0	12.8	-0.882	-0.142	0.0642	1
N#Cc1cccc(NC(=O)c2ccccc2C(=O)O)c1	-0.9	8.3	7.3	-5.2	-1.4	-1.11	0.113	0.0436	1
O=C(CSCc1cccs1)N1CCCC1	-1.1	-4.9	7.0	-22.9	-15.9	4.57*	0.156	0.558	0.9
Cc1nc2sc(C(c3ccc(F)cc3)N3CCN(C(=O)c4ccco4)CC3)c(O)n2n1 (configuration not stated)	0.8	-11.0	1.8	5.4	21.3	·	1.6	·	1
C=CCn1c(NCc2ccccc2)nc2ccccc21	0.6	2.6	8.0	-0.7	4.6	0.115	0.283	0.175	0.9
CCCNC(=O)C(NS(=O)(=O)c1cccc2nsnc12)c1ccccc1 (configuration not stated)	-0.6	2.0	5.6	-5.5	1.3	0.216	0.848	0.512	0.9
CC(=O)OCC(OC(C)=O)C(OC(C)=O)C(OC(C)=O)C(=O)Nc1ccccc1C (configuration not stated)	0.0	-4.2	4.0	-1.9	12.9	1.45	-0.295	-2.63	0.9
CC(=O)Nn1cc2c(=O)n(C)c(=O)n(C)c2c1	-0.7	-4.0	12.6	8.1	6.8	0.0691	0.00279	0.526	1
CCOC(=O)c1c(C)oc(/N=C/c2ccccc2O)c1C#N	-1.0	13.1	-0.2	6.2	15.2	0.128	0.183	0.628	1
Cc1cc(C)c(C#N)c(N2CCN(Cc3ccc4c(c3)OCO4)CC2)n1	-0.9	7.2	-2.4	1.8	21.1	-0.877	0.356	-1.14	0.9
O=S(=O)(c1ccccc1)N1CCN(c2nnnn2-c2ccccc2)CC1	·	·	5.5	·	6.4	-0.315	-0.35	-0.9	0.9
CCCc1cc(-c2[nH]ncc2-c2ccc3c(c2)OCCCO3)c(O)cc1O	-0.5	7.2	-2.6	29.5	14.0	-0.727	-0.263	-1.14	1.1
COc1ccc(C(C(C(=O)c2cccs2)N2CCOCC2)N2CCOCC2)cc1OC (configuration not stated)	-0.7	0.8	7.3	-17.6	2.1	0.309	0.86	0.0957	0.9
CCOc1ccccc1N(CC(=O)OC)S(C)(=O)=O	-0.8	1.9	9.0	15.5	-1.0	-0.236	-0.14	-0.294	1
CCCCCNC(=O)c1ccc2c(=O)n(CC3CCCO3)c(=O)[nH]c2c1 (configuration not stated)	-1.2	6.0	2.9	10.4	16.2	0.391	-1.48	0.419	1
CCOc1ccc(OCC)c(NS(=O)(=O)c2ccc3c(c2)n(C)c(=O)c(=O)n3C)c1	-1.5	5.1	2.4	3.5	-1.2	-1	0.161	0.152	1

Record cards, from the list above. Order of values: S1P3 agonist	Jurkat viability	Ec RNAP inh	S1P1 ag pot	HEK293 NFkB inh	M1 ag	D1 allo mod	M1 antag	TNAP act mid DEA
`CC(=O)Nn1cc2c(=O)n(C)c(=O)n(C)c2c1` across the screens: -0.7	-4.0	12.6	8.1	6.8	0.0691	0.00279	0.526	1
`COc1ccc(C(C(C(=O)c2cccs2)N2CCOCC2)N2CCOCC2)cc1OC` (configuration not stated) across the screens: -0.7	0.8	7.3	-17.6	2.1	0.309	0.86	0.0957	0.9

Next section.
SMILES	S1P3 agonist	Jurkat viability	Ec RNAP inh	S1P1 ag pot	HEK293 NFkB inh	M1 ag	D1 allo mod	M1 antag	TNAP act mid DEA
O=C(CSc1nnc(-c2ccncc2)n1-c1ccc(F)cc1)NC(=O)NCc1ccco1	0.0	-3.8	11.8	5.7	0.5	-0.0152	0.596	0.151	0.9
CC(=O)Nc1ccc(C(=O)CSc2nnc3scc(-c4ccccc4)n23)cc1	-0.8	3.4	5.2	-24.0	13.8	0.104	1.13	0.968	0.9
O=C(COC(=O)CCC(=O)c1ccc(Cl)cc1)NCC1CCCO1 (configuration not stated)	0.7	2.5	3.0	12.8	2.6	-0.822	·	1.97	0.9
CC(=O)N=c1sc2ccccc2n1C	0.1	-6.1	7.6	-10.0	21.0	0.629	·	0.272	0.9
COc1ccc(OC)c(S(=O)(=O)Nc2ccc3oc4c(c3c2)C(=O)CCC4)c1	-1.4	18.1	·	21.2	24.4	-0.696	-0.00948	-1.28*	·
CCOc1ccc(/C(O)=C2\C(=O)C(=O)N(CCN(C)C)C2c2cccc(OC)c2OC)cc1Cl (configuration not stated)	0.0	-5.3	3.2	·	8.1	0.395	0.272	0	0.8
O=c1[nH]c(CN2CCc3ccccc32)nc2scc(-c3cccs3)c12	·	·	5.5	·	16.6	-0.662	·	0.315	0.9
CCCCCc1c(C)nc(NCc2ccccc2)[nH]c1=O	-1.1	-4.9	6.4	-6.0	6.6	-0.573	·	-0.982	0.9
CCCCCOC(=O)NCC(O)c1ccccc1 (configuration not stated)	-0.6	-1.5	12.1	-37.6	-20.1	0.183	-1.4	0.0435	0.9
COc1cccc(C2CC(C(F)(F)F)n3ncc(C(=O)NCC4CCCO4)c3N2)c1 (configuration not stated)	-0.1	-2.0	16.1	12.3	-6.6	-0.123	1.19	0.222	1
COc1cccc(C(=O)Nc2cc(=O)n(C)c(=O)n2C)c1	-0.3	-5.1	1.1	-27.0	18.8	0.094	0.304	1.49	1
O=C(CSc1ccc2c(c1)OCCO2)Nc1ccc(Cl)cn1	-0.4	4.4	5.5	31.9	10.4	-2.55	-0.0162	-3.22*	0.9
Cn1c(=O)[nH]c(=O)c2c1nc(N(CCO)Cc1ccccc1)n2Cc1ccccc1Cl	-4.1	·	11.8	7.0	·	-0.619	2.05	0.0973	1
CCC(=O)N1CCN(c2ccc(NC(=O)c3ccc4c(c3)OCO4)cc2)CC1	-0.3	2.4	2.2	14.0	13.9	0.191	-0.336	-1.01	0.9
COc1ccc(N(C(C)C(=O)NC2CCCCCC2)S(C)(=O)=O)cc1 (configuration not stated)	-0.6	-4.9	4.4	12.1	-1.1	0.0258	0.514	1.18	0.9
Cc1ccccc1NC(=O)CN(C)S(=O)(=O)c1cccc2cccnc12	1.2	6.7	3.9	1.5	9.2	-0.388	·	0.482	1
COCCNc1cc(C)nc2c(-c3ccccc3OC)c(C)nn12	0.1	4.1	11.8	-18.8	8.3	-0.0129	-0.554	-0.106	0.9
CC(=O)Nc1ccc(CN2CCCCCCC2)cc1	-1.0	-3.0	5.5	-35.4	19.6	-0.25	0.51	-1.89*	1
COc1ccc(NC(=O)C=C(C)C)cc1Cl	-1.3	-0.1	8.9	-3.3	-35.4	-0.442	-3.79*	0.263	0.9
Cc1ccc2oc(=O)c3cnn(CC(=O)N4CCc5ccccc5C4)c3c2c1	-1.0	0.1	1.9	-1.5	12.1	0.349	·	-0.112	0.9
Cc1cc(C(=O)O)ccc1-n1c(C)ccc1C	-0.3	-8.7	10.2	·	7.4	-1.46	-0.0721	0.27	0.7
c1ccc(Cc2nnc3sc(-c4ccc5c(c4)OCO5)nn23)cc1	0.5	-1.6	4.2	-31.7	17.1	0.752	6.21*	0.0474	0.9
O=C(C/C(=N/O)c1ccccc1O)C(F)F	0.6	·	13.6	12.6	·	-0.426	-0.32	0.0579	0.9
N#Cc1ccccc1OCC(=O)Nc1c(C(=O)C2CC2)oc2ccccc12	1.1	-6.8	9.8	11.7	-0.6	-0.0106	1.49	0.0479	0.9
COc1cc(C2c3c(n[nH]c3C)C(=O)N2c2ccc(Br)cc2)ccc1O (configuration not stated)	-0.5	-3.6	4.3	-3.9	3.5	1.2	-0.195	0.395	1
Cc1nc2sc(C#N)c(N)c2c2c1CCCC2	-0.8	·	-4.0	-31.4	·	-0.0383	2.44	-0.182	0.9
CCOC(=O)c1cnn(-c2ncnc3c2cnn3Cc2ccccc2)c1N	-0.3	0.8	9.2	-1.3	8.7	-0.709	-0.247	0.342	1
Cc1ccccc1-n1c(SCc2c(C)noc2C)nnc1-c1ccncc1	·	·	2.9	·	20.2	0.064	-1.01	-0.221	0.9
CCN(CC)CCn1c(=S)[nH]c2ccccc2c1=O	-0.6	-1.6	6.5	-24.2	-2.6	0.0508	-1.64	-0.504	1
CCN1CCN(c2oc(-c3ccc(OC)cc3)nc2C#N)CC1	-0.7	-0.1	0.4	2.6	13.1	-0.000396	0.0919	0.00778	0.9
CSC1=C(C#N)C(c2ccc(Cl)cc2)C2=C(CC(C)(C)CC2=O)N1 (configuration not stated)	-1.6	35.6*	2.9	29.0	4.7	-0.884	·	-0.0348	0.8
O=C(Oc1c(CN2CCOCC2)cc(Cl)c2cccnc12)c1ccc(F)cc1	-0.6	22.7	·	-8.1	-2.0	-0.0748	-1.11	-0.902	1
CCOc1cc(C2C(C(=O)c3ccccc3)=C(C(=O)OC)Nc3nnnn32)ccc1O (configuration not stated)	·	·	5.1	·	23.0	-0.205	-0.329	-0.317	0.8
O=S(=O)(c1ccc(N2CC=C(c3ccccc3)CC2)nc1)N1CCCC1	·	·	4.2	·	11.2	-0.335	-0.571	-0.529	1
CCOc1cc(CNc2ccc3[nH]c(=O)[nH]c3c2)ccc1OCC(=O)NC(C)(C)C	-0.1	-2.1	2.9	·	15.3	7.41*	-1.74	-0.969	0.8
COc1cc(S(=O)(=O)N2CCN3CCCC3C2)ccc1-n1cnnn1 (configuration not stated)	-0.8	7.3	7.2	5.3	4.0	0.0178	-0.139	2.27	0.9
